Screening results: PubChem BioAssay, several laboratories
ABHD5 PLIN5 PPI = inhibitors of human ABHD5-perilipin-5 interaction. 0.78% of 360,000 active. Split G. princeps luciferase complementation, luminescence, 4 h. AID 602281. Q00G26+Q8WTS1. inhibition, % at 4 µM;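 active = inhibition above the mean inhibition across every tested compound plus 3 SD, cut at about 22% in these data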;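 note: 0% = DMSO only wells and the 100% control is not disclosed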
NOD2 RIPK2 PPI = NOD2-RIPK2 protein interaction inhibition; CHO BLA complementation NOD2-RIPK2, CCF4 ratio; inhibition, % at 4.98 µM; O43353; 0.38% of 360,000 active; AID 624267; in the data active = inhibition above about 21%;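 note: 0% = vehicle only and 100% = reference blocker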
Target sequence (O43353 whole entry, looked up): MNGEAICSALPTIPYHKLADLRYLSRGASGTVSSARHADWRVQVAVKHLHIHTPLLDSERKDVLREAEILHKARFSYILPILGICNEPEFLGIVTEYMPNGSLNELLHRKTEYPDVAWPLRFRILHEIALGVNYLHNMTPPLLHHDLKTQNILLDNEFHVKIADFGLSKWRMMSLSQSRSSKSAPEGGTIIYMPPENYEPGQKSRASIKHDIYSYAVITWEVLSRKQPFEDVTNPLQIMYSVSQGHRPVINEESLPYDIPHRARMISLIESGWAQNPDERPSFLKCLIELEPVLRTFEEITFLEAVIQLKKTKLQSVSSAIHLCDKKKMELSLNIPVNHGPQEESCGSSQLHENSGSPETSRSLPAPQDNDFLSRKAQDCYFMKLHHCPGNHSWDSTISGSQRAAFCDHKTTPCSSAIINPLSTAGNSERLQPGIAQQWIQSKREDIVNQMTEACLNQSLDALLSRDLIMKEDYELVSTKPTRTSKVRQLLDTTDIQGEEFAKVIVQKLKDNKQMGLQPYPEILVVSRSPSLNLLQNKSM
Glyco luc inh = N-linked glycosylation inhibition; reporter increase, % at 12.5 µM; 0.23% of 360,000 active; D54 ERlucT glycosylation luciferase reporter, 24 h; percent of 100 nM tunicamycin response; AID 588692;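 active = mean luciferase reporter signal, scaled so untreated is 0 and the glycosylation-blocking control 100, at or above a set limit in every replicate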;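 note: luciferase carries N-glycosylation sites so blocking glycosylation raises the light; 0% = median of neutral control wells and 100% = median of 100 nM tunicamycin wells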
MC4R antag cAMP = blocks human MC4R cAMP signaling | MC4R-expressing cells, MTII-stimulated cAMP, LANCE TR-FRET | AID 540295 | inhibition, % at 6.5 µM | 0.48% of 360,000 active | P32245;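 active = inhibition above its plate's cutoff, the mean of tested wells on that plate plus 3 SD, cut at about 29% in these data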;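 note: 0% = Melanotan II alone and 100% = Melanotan II plus saturating MCL0020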
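Test system: U2OS cells stably expressing human melanocortin 4 receptor (MC4R); also added: Melanotan II challenge; compound: 6.5 µM single dose; timing: 30-min compound preincubation, 1-h Melanotan II challenge, 1-h detection, room temperature; signal: Eu-cAMP/anti-cAMP TR-FRET, emission 671 nm; repeats: one well per compound, no replicates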
SRC2 inh = human SRC2 (NCOA2) inhibition. Q15596. HEK293 GAL4-SRC2 luciferase reporter, luminescence. inhibition, % at 9 µM. 0.17% of 370,000 active. AID 651957;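 active = inhibition above the mean inhibition of all tested compounds plus 3 SD, set per campaign, cut at about 52% in these data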;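 note: 0% = DMSO treated cells and 100% = cells given Gossypol at 36 µM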
H9c2 protect = modulators protecting cardiomyocytes from myocardial damage; H9c2 cardiomyocytes, H2O2 injury protection, ATPLite, 2 h; protection from H2O2 cell death, % at 20 µM; 0.63% of 360,000 active;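 active = compounds giving at least 50% protection of heart cells from peroxide-induced death in the single-dose screen, raw or plate-pattern-corrected value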;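 note: 0% = DMSO wells with peroxide and 100% = DMSO wells without peroxide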
TLR9-MyD88 block = TLR9-MyD88 interaction inhibition; CHO BLA complementation TLR9-MyD88, CCF4 FRET ratio; AID 504734; inhibition, % at 4.98 µM; 0.21% of 340,000 active;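 active = inhibition above the mean over all tested compounds plus 3 SD, cut at about 21% in these data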;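 note: 0% = DMSO only wells and 100% = clavulanate BLA inhibitor control wells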
MC4R ag barr = agonists of human melanocortin 4 receptor (MC4R) beta-arrestin | U2OS MC4R beta-arrestin complementation, luminescence; percent of melanotan II response, DMSO zero | activation, % at 8.9 µM | 0.98% of 360,000 active;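 active = activation above a per-plate cutoff, the mean activation of sample wells on that plate plus 3 SD, cut at about 8% in these data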
ABCB6 inh 2 = human ABCB6 transporter inhibition. fluorescence ratio to DMSO, % at 10 µM. K562-ABCB6 porphyrin accumulation, flow cytometry, 1 h; hits give low values. AID 602162. Q9NP58. 0.19% of 360,000 active;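 active = fluorescence ratio to DMSO below 75%, the collection mean minus 3 SD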;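 note: signal is porphyrin accumulated inside mitochondria; 100% equals median channel fluorescence of DMSO control wells; lower ratio means ABCB6 inhibition with less porphyrin fluorescence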
HTR2A ag = mouse HTR2A agonism via beta-arrestin recruitment; P35363; CHO-K1 mHTR2A beta-arrestin complementation, luminescence; percent of 30 µM serotonin response; activation, % at 7.6 µM; 0.66% of 360,000 active;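 active = activation above a run cutoff, the mean activation of all tested compounds plus 3 SD, cut at about 14% in these data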;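 note: 0% = plate median of compound wells and 100% = 30 µM serotonin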
Target sequence (P35363 whole entry, looked up): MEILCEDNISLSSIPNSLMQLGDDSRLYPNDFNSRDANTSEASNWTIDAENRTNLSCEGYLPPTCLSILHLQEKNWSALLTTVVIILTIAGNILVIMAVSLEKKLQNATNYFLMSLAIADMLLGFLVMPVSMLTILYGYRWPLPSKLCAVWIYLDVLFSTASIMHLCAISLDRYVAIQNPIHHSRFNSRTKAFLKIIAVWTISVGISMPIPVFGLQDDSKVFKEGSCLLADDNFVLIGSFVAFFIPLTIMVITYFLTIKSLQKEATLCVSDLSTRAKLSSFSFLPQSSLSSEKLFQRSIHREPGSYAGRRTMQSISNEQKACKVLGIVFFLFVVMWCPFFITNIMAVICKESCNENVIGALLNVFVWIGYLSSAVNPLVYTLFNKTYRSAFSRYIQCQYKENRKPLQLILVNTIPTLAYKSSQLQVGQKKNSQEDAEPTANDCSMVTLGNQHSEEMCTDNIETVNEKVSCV
Numbers without * were called inactive; . = not tested or not shown.

SMILES	ABHD5 PLIN5 PPI	NOD2 RIPK2 PPI	Glyco luc inh	MC4R antag cAMP	SRC2 inh	H9c2 protect	TLR9-MyD88 block	MC4R ag barr	ABCB6 inh 2	HTR2A ag
O=C(OCc1cccc2ccccc12)C1CC(=O)N(c2ccccc2)C1 (centres undefined)	-1	-3	1	2	-9	-6	-12	-1.1	102	-1
CN(Cc1cnn(Cc2ccccc2)c1)C(=O)CN=C1NS(=O)(=O)c2ccccc21	3	-9	1	4	-3	-2	-1	-0.8	98	1
Cc1nc(-c2ccccc2)nc(Cl)c1Cl	-2	-4	0	11	-4	6	-9	-3.1	101	3
Cc1ccccc1NC(=O)c1c(C)nn(-c2ccccc2)c1Cl	-3	4	-1	3	-13	0	4	1.9	94	3
CC1CCc2sc3ncnc(N4CCOCC4)c3c2C1 (centres undefined)	4	-14	-8	-17	31	0	0	-1.3	94	0
CCC(C)NCCCOc1ccc(Cl)cc1C(C)(C)C (centres undefined)	6	-8	-2	-3	2	1	3	-1.5	96	-1
Cc1ccc(-c2ccc(CN3C(C(C)C)C(=O)N(Cc4cn(CCC5OCCO5)nn4)CCS3(=O)=O)cc2)c(C)c1 (centres undefined)	6	-9	2	.	-5	0	.	.	100	-1
Cc1nnc(NC(=O)CSc2nnc(Cc3cccn3C)n2-c2ccccc2)s1	8	2	0	4	3	17	-12	-1.5	94	0
CC(C)c1ccc(N2C=Nc3ccc(C(C)C)cc3C2)cc1	36*	5	13	5	10	-14	-4	2.9	96	-5
CN1CCc2cc3c(c4c2[C@H]1[C@H](O)c1ccccc1-4)OCO3	-7	-6	33*	-3	-41	6	-6	-1.4	90	-5
Cc1ccc(S(=O)(=O)N(C)C)cc1NC(=O)C(C)OC(=O)C1CCC1 (centres undefined)	4	-4	0	14	6	-1	-17	0.2	103	4
O=S(=O)(NCc1cn2ccsc2n1)c1ccc(Oc2ccccc2)cc1	2	14	-2	10	20	-35	1	2.5	101	-1
CC1(C)COC(c2ccccc2Cl)OC1	-2	0	0	-4	-19	1	11	-0.7	98	4
Clc1cc(Cl)c2nc(N3CCCCC3)sc2c1	-3	-11	-3	2	-57	-24	-3	0.5	98	2
CCCC(=O)Nc1ccc2c(c1)nc(CCN1CCN(c3ccccn3)CC1)n2C	-4	-5	-1	0	-13	2	27*	-0.4	92	-9
CCC(=O)NCCc1cc2ccc(C)cc2[nH]c1=O	-3	-3	0	11	-5	-2	-9	-1.0	94	-1
COc1ccc(N2C(=O)c3ccccc3C2=O)cc1	7	3	3	1	5	-1	7	-1.0	99	1
CCCCN=C1SC(C(=O)Nc2sc3c(c2C(=O)OC)CCC3)C(N)=C1C(=O)N1CCOCC1 (centres undefined)	9	14	-5	-1	8	4	10	-2.2	93	1
CC(=O)Nc1cccc(NC(=O)CCCC(=O)O)c1	2	-15	2	-3	-10	4	-2	-1.1	104	1
CC(=O)C[C@H](O)CC(=O)[C@@H]1OC(=O)CCCCCc2ccccc21	-3	13	1	11	11	21	1	-1.5	102	-2
COc1ccc(NC(=O)CCC(=O)NCc2ccco2)c([N+](=O)[O-])c1	2	3	-1	10	-4	2	8	-2.8	92	-1
CNc1nc(CC(C)=O)ns1	-2	-1	0	1	-3	21	5	-1.5	111	2
Cc1ccc(-c2nnc(Nc3cccc(O)c3)c3ccccc23)cc1S(=O)(=O)NCCO	-1	-7	0	-7	-51	1	-2	-0.7	97	-3
COc1ccc(S(=O)(=O)Nc2c(C(=O)O)[nH]c3ccc(OC)cc23)c(OC)c1	-10	-4	23	4	-2	6	-5	-2.8	104	1
CCOC(=O)c1[nH]ncc1CN1CCCC(C(=O)c2cccc(OC(C)C)c2)C1 (centres undefined)	-2	1	-1	12	-24	0	-5	-3.0	100	-5
CN1CCN(C(=O)/C(=C/c2cn(C)c3ccccc23)NC(=O)c2ccccc2)CC1	0	-7	1	-1	-19	6	-2	-1.6	92	0
COc1cccc(CNC(=O)[C@@H]2CCCN2C(=O)[C@H]2CCCCN2C(=O)c2cccs2)c1	1	14	.	.	-11	.	.	.	94	0
CCOC(=O)c1c(NC(=O)c2cc(C(C)C)on2)sc(C(C)=O)c1C	4	2	0	4	19	2	-9	0.6	114	3
CCN(CC)S(=O)(=O)c1ccc(N2CCOCC2)c(NC(=O)C(=O)c2c(-c3ccccc3)cc3ccccn23)c1	-3	4	0	-2	-18	11	5	-2.5	86	0
Cc1ccc2c(c1)N(C(=O)CCC(=O)N1CCN(c3ccccc3)CC1)CCO2	3	-1	0	14	-2	12	-3	1.6	96	-2
O=C(COC(=O)CCCNC(=O)c1ccc(Cl)cc1)Nc1cc(Cl)c(Cl)cc1Cl	-3	-1	1	8	-8	3	4	-1.0	99	0
O=C1CCN(CCCN2CCC(=O)N(Cc3ccccc3)C2=S)C(=S)N1Cc1ccccc1	6	-3	-5	-2	-8	3	2	-1.8	94	1
Cc1cc(C(=O)OCC(=O)NCCc2ccc(S(N)(=O)=O)cc2)c2ccccc2n1	0	5	2	2	0	3	-5	-1.4	95	1
Nc1nc(SCC(=O)O)[nH]c(=O)c1NC(=O)c1ccco1	3	-1	-1	2	-1	4	1	-2.9	96	0
CC(OC(=O)/C(C#N)=C/c1ccco1)C(=O)N(C)c1ccccc1 (centres undefined)	3	-1	-2	3	2	3	-2	-2.0	85	4
COc1ccccc1C(=O)NCc1ccc(-c2nc3ccccc3s2)cc1	-2	-3	-4	-1	47	-1	1	-0.9	95	1
CC1(C)CC(=O)c2cc(C(=O)N3CCCC(C)(C)C3)c(=O)n(-c3ccccc3)c2C1	-1	-9	0	0	-3	2	-4	0.1	101	1
Cc1ccc(S(=O)(=O)NCCC(=O)NCC(c2ccc(F)cc2)N2CCOCC2)cc1 (centres undefined)	5	-2	2	0	11	6	0	0.7	92	-1
COCC(C)n1c(SCC(=O)Nc2ccc3c(c2)OCCO3)nc2ccccc2c1=O (centres undefined)	-4	-5	1	2	18	0	-16	-2.5	87	8
COc1ccc(/C=C/C(=O)Nc2cc(S(=O)(=O)N3CCOCC3)ccc2N2CCCC2)cc1OC	3	-12	7	2	8	6	4	-1.6	95	1
Clc1cccc(Cl)c1CSc1nnc(-c2sccc2-n2cccc2)o1	-3	0	-2	3	-38	-22	-4	-0.2	96	-3
CCOc1ccccc1/C=N/n1c(C2CCCCC2)n[nH]c1=S	-1	-9	1	3	1	-8	-6	-1.8	101	2
O=C(NCCC1=CCCCC1)c1ccc(-n2cncn2)cc1	5	-6	-2	8	-13	1	1	-2.2	100	-11
Cc1ccc2nc(NC(=O)Cc3cccs3)sc2c1	-7	7	-4	12	-28	-14	-5	-0.8	85	0
Cc1ccc2c(Cn3ccnc3)cc(=O)oc2c1C	5	-4	7	8	1	-2	4	0.1	91	9
Cc1ccc2c(CN3CCN(c4ccccc4)CC3)cc(=O)oc2c1	-1	4	-7	.	-7	0	.	.	103	7
O=C(OCc1nnc(-c2ccc(Cl)cc2)o1)c1ccc(O)cc1	0	-9	0	-9	-11	0	0	-0.7	97	-2
O=[N+]([O-])c1ccc(N2CCN(S(=O)(=O)c3ccccc3[N+](=O)[O-])CC2)cc1NCc1cccnc1	5	7	-3	14	8	5	-2	-1.7	94	0

Record cards, as listed above. Values in the order: ABHD5 PLIN5 PPI | NOD2 RIPK2 PPI | Glyco luc inh | MC4R antag cAMP | SRC2 inh | H9c2 protect | TLR9-MyD88 block | MC4R ag barr | ABCB6 inh 2 | HTR2A ag
Listed for CC(=O)Nc1cccc(NC(=O)CCCC(=O)O)c1 → 2 | -15 | 2 | -3 | -10 | 4 | -2 | -1.1 | 104 | 1
Listed for Cc1ccc(S(=O)(=O)N(C)C)cc1NC(=O)C(C)OC(=O)C1CCC1 (centres undefined) → 4 | -4 | 0 | 14 | 6 | -1 | -17 | 0.2 | 103 | 4
Listed for CN1CCN(C(=O)/C(=C/c2cn(C)c3ccccc23)NC(=O)c2ccccc2)CC1 → 0 | -7 | 1 | -1 | -19 | 6 | -2 | -1.6 | 92 | 0

More results follow.
SMILES	ABHD5 PLIN5 PPI	NOD2 RIPK2 PPI	Glyco luc inh	MC4R antag cAMP	SRC2 inh	H9c2 protect	TLR9-MyD88 block	MC4R ag barr	ABCB6 inh 2	HTR2A ag
CCOC(=O)N1CCN(S(=O)(=O)c2cc([N+](=O)[O-])c(C)cc2C)CC1	-1	-10	0	-1	4	1	-3	1.2	100	1
O=c1oc2c3c4c(cc2c(C(F)(F)F)c1CCN1CCOCC1)CCCN4CCC3	2	19	0	2	0	-3	15	-2.7	112	-2
COc1ccc(C=O)c(-c2c(-c3ccccc3OC)sc3ccccc23)c1	-2	-7	.	.	-16	.	.	.	94	0
COC(=O)c1c(N)[nH]c(C(=O)c2ccccc2)c1-c1ccc(Cl)cc1	-8	2	.	.	-9	.	.	.	92	-1
CN1C(=O)/C(=C/c2ccccc2OCc2cccc(F)c2)NC1=S	-8	8	1	-8	14	-11	-1	30*	106	5
CCCCCCC(=O)Nc1c2c(nc3ccccc13)N(C)CC2	2	3	-2	2	-15	4	-11	-0.8	91	-3
COc1ccc(NS(=O)(=O)c2ccc(Oc3c(C#N)cccc3C#N)cc2)cc1	4	5	-5	3	25	-11	3	-0.3	97	9
Clc1nnc(NC2CCCCC2)c(Cl)c1Cl	3	1	-2	-1	6	-5	-1	1.0	97	3
COc1ccc(Cl)cc1/C=N/NC(=O)c1c(-c2ccccc2)noc1C	3	14	-2	6	2	-11	10	-2.9	100	-3
CC(C)c1ccc(NC(=O)C2(C)Cc3c(-c4cccc(C(F)(F)F)c4)ccnc3O2)cc1 (centres undefined)	-8	3	3	8	32	-12	.	0.2	79	1
O=C(NCCN1CCOCC1)C1CCN(S(=O)(=O)N2CCCCC2)CC1	6	-2	0	2	-10	0	0	-0.4	96	5
COc1ccc(S(=O)(=O)N2CCOCC2)cc1NC(=O)c1ccc(OC(F)F)cc1	7	-14	-1	7	-2	6	1	1.1	93	5
O=C(Nc1ccccc1)C1=C[C@H](c2coc3ccccc3c2=O)C[C@H](OCCCCO)O1	5	5	-2	5	15	7	-4	-1.6	96	-1
Cc1ccc(Oc2ccc(OCC(=O)NC3CCS(=O)(=O)C3)cc2)cc1 (centres undefined)	-5	8	-2	9	-10	-13	-1	-1.1	92	0
O=C(Cn1ncn2c(cc3ccccc32)c1=O)NCCC1=CCCCC1	-4	0	-2	14	3	5	4	1.6	98	-8
COc1cccc(N=Nc2c(=O)[nH]n3c(C)cc(C)nc23)c1	2	1	3	-39	2	8	-15	-1.9	102	1
N#CC1=C(N)Oc2cc(N)ccc2C1c1cccnc1 (centres undefined)	-2	7	4	9	-2	27	-2	1.0	100	0
N#CC12CCCCC1CC1CCCCC1(C#N)N2Cc1cccnc1 (centres undefined)	1	4	1	1	7	-9	-8	-0.4	106	2
O=C(C1=C(O)C(=O)N(CCN2CCOCC2)C1c1ccc([N+](=O)[O-])cc1)c1cccs1 (centres undefined)	5	-2	1	18	.	1	-5	0.3	103	8
COCCN(C(=S)Nc1ccc(OC)cc1)C1CCN(C(C)=O)CC1	1	-2	0	2	-2	12	5	-1.5	104	0
CCCn1c(=N)c(S(=O)(=O)c2ccc(F)cc2)cc2c(=O)n3ccccc3nc21	5	-1	3	-16	-30	4	-11	-2.4	89	0

Some of the compounds tested, so the mix of outcomes need not match the whole.
